NR2E3 ag-1 = inhibitors of NR2E3-RetCOR corepressor binding, primary screen, NR2E3 agonist project, biochemical, TR-FRET, GST-NR2E3, biotin-RetCOR. inhibition of corepressor binding, % at 4.78 µM. 1536-well. AID 2300, 2010. actives 0.12% (n = 320,000);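 active = percent inhibition above the cutoff of mean plus 3 SD of all tested compounds, set per screening campaign, cut at about 20% in these data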;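 note: 0% = DMSO wells and 100% = biotin wells as full block of FRET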
Target sequence (Q9Y5X4 whole entry, looked up): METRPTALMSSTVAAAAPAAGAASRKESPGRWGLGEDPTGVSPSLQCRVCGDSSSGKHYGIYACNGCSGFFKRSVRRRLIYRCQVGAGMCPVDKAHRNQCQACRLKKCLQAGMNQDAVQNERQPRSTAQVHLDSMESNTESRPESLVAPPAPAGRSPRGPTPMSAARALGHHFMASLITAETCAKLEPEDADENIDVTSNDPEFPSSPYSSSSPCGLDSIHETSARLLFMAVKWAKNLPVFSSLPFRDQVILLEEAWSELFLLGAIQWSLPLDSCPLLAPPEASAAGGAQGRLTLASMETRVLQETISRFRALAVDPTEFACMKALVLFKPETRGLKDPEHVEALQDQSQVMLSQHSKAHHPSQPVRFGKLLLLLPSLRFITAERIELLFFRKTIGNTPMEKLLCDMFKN
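Test system: GST-NR2E3 and biotin-RetCOR proteins | Quantity: 1.35 nM GST-tagged NR2E3 final | Medium: Tris pH 7.5 | Also added: 7 nM biotin-RetCOR | Dosing: Compound at 4.8 µM, single dose | Timing: 5 h at 4 °C | Detection: Time-resolved FRET | Read-out basis: Percent inhibition | Benchmarks: Biotin wells as high control, 0.6% DMSO wells as low control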
HIF-2a block = HIF-2a reporter inhibitors, primary screen, luminescence, 786-0 RCC cells; 786-0 RCC cells HIF-2a reporter, luciferase luminescence, overnight; inhibition, % at 18.8 µM; actives 0.72% (n = 360,000); AID 624352, 2012;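 active = inhibition of the luminescence signal of 40% or more relative to plate controls, in a single-dose primary screen at 18.75 µM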
MITF TRPM1 inh = inhibitors of MITF-dependent TRPM1 promoter reporter, primary screen, cell-based, SK-MEL-5, single point, luciferase; inhibition, % at 12.5 µM; SK-MEL-5 TRPM1 promoter luciferase, 24 h; AID 488899, 2010; actives 0.83% (n = 330,000);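 active = mean inhibition across replicates of 60% or more, whatever share of single replicates reaches that level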; note: values of inactives mirror those of a sister screen read the other way
hiPSC survival = enhancers of single-cell hiPSC survival, primary screen, ATPlite luminescence | actives 0.044% (n = 360,000) | survival enhancement, % at 20 µM | 100% = ROCK inhibitor wells, 0% = DMSO; in the data active = survival enhancement above about 18%;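 note: cells exposed to compounds for 16 hours before the ATP read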
TRAIL sens C8 = viability loss with TRAIL in NB7+C8 cells, primary screen, TRAIL sensitizer project, cell-based, ATPlite luminescence; inhibition (viability loss, TRAIL sensitization), % at 10 µM; actives 1% (n = 360,000); AID 624354, 2012;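 active = compounds causing at least 50% loss of cell viability in the single-dose screen, relative to plate controls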
Shn3 3UTR inh = reduction of Shn3 3'UTR firefly luciferase signal, primary screen, Schnurri-3 inhibitor project, cell-based, Clone20 osteoblasts, set 2; Clone20 osteoblast Shn3 3'UTR firefly luciferase, 24 h; AID 588674, 2011; inhibition, % at 12.5 µM; actives 0.52% (n = 360,000);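 active = mean inhibition of at least 75% with every replicate also reaching 75%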;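 note: 0% = median of neutral control wells and 100% = pilot-screen positive control compound; some compounds past the cut are filed as inactive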
EBV LMP1 NFkB = EBV LMP1-driven NF-kappaB luciferase reporter inhibitors, primary screen, cell-based, luminescence, single point | LMP1-induced NF-kappaB luciferase reporter cells | inhibition, % at 12.5 µM | actives 0.69% (n = 350,000) | AID 504558, 2011; in the data active = inhibition above about 41%;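 note: 0% = neutral control wells and 100% = reference inhibitor control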
NR2E3 ag-2 = NR2E3 agonists in two-hybrid cells, primary screen, cell-based, luminescence, CHO-S, Gal4-NCOR/VP16-NR2E3. luciferase. AID 602229, 2012. actives 0.35% (n = 360,000). Photoreceptor-specific nuclear receptor (Homo sapiens), Q9Y5X4. inhibition of corepressor binding, % at 3.98 µM;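 active = inhibition above the mean of all tested compounds plus 3 SD, cut at about 70% in these data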;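 note: 0% = DMSO with NR2E3 transfected cells and 100% = cells lacking NR2E3 construct; higher means lower luciferase signal from less NR2E3 corepressor binding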
Peg3 prom inh = Peg3 promoter-driven luciferase inhibitors, primary screen, cell-based, HeLa, luciferase luminescence; HeLa PEG-Prom luciferase reporter, overnight; inhibition, % at 20 µM; actives 1.7% (n = 360,000);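 active = inhibition of at least 50% at 20 µM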
KKLEB cytotox = cytotoxicity in KKLEB CF airway cells, primary screen, cytotoxicity control for CF NF-kB inhibitor project, cell-based, uHTS, fluorescence assay plates; KKLEB CF airway cells viability, ATPlite luminescence, overnight; active compounds read low; cells stimulated with P. aeruginosa culture filtrate; activity change (cytotoxicity), % at 5 µM; actives 0.36% (n = 360,000);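 active = corrected activity change at or below -50% at 5 µM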
CF NFkB block = inhibitors of PAF-induced NF-kB signaling, primary screen, cell-based, GFP fluorescence, uHTS; actives 0.86% (n = 360,000); KKLEB NF-kB-GFP reporter, GFP fluorescence overnight; AID 588850, 2011; inhibition, % at 5 µM;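 active = at least 50% inhibition at 5 µM, scaled per plate between neutral and stimulator controls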;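 note: PAF is a Pseudomonas aeruginosa culture filtrate used as stimulus; plate controls were PAF-stimulated DMSO wells for no effect and unstimulated DMSO wells for full effect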
Active calls of the source: *; / = not tested or not shown. The list is partial, so the mix of outcomes need not match the whole.

SMILES	NR2E3 ag-1	HIF-2a block	MITF TRPM1 inh	hiPSC survival	TRAIL sens C8	Shn3 3UTR inh	EBV LMP1 NFkB	NR2E3 ag-2	Peg3 prom inh	KKLEB cytotox	CF NFkB block
NC(=O)c1ccc(NC(=O)c2ccc(CN3CCOCC3)cc2)cc1	4	-31	-17	-1.2	-4	-4	-8	2	-3	6	-5
N#CCCN(C(=O)CN1c2cccc3cccc(c23)S1(=O)=O)c1ccccc1	/	9	10	-0.1	-6	21	2	13	22	1	-10
Cc1nn(C)c(C)c1S(=O)(=O)N(CC(=O)NCCCN1CCC(C)CC1)c1ccc(C(C)C)cc1	2	1	-1	-0.3	11	-8	-10	20	-6	3	-4
Cc1cc(C(=O)OCC(=O)NNC(=O)c2cccs2)ccc1[N+](=O)[O-]	-1	7	-21	-0.1	-9	-21	3	-12	0	-4	10
CCCc1nc2c(s1)CCc1onc(-c3ccc(Br)cc3)c1-2	3	-5	-1	0.5	-5	-9	1	32	-5	11	-33
CCN1CCCC1CNC(=O)Cn1cnc2ccc(S(=O)(=O)N3CCC(C)CC3)cc2c1=O (stereo unspecified)	-2	10	-6	-1.7	4	-14	0	-7	17	-4	5
O=C1CC(Sc2ccc(Cl)cc2)C(=O)N1Cc1ccncc1 (stereo unspecified)	0	2	-6	0.7	-8	-2	0	-14	6	8	-4
CCOc1ccc2nc(N(CCN(C)C)C(=O)c3cc4ccccc4cc3OC)sc2c1	2	-16	-10	-0.3	3	0	2	-10	-8	7	-12
COc1ccc(C(=O)/C=C2/C(=O)Nc3ccccc32)cc1	/	37	1	-1.0	20	34	12	-38	32	-5	-16
CC(OC(=O)c1nn(C)c(=O)c2ccccc12)C(=O)NC1CCCCC1C (stereo unspecified)	-1	7	11	0.4	-4	6	6	-30	8	16	-26
CCCn1nnnc1NCc1ccc(OC)cc1	3	17	-5	0.8	-21	0	2	-6	5	6	19
Cc1ccc(NC(=S)NC(NC(=O)c2ccco2)C(Cl)(Cl)Cl)cc1 (stereo unspecified)	1	21	-5	-1.3	7	-2	2	-27	37	-2	3
CCc1ccccc1NC(=O)CNC(=O)CCc1nc2sc3c(c2c(=O)[nH]1)CCCC3	1	3	2	-0.7	-9	-2	0	-11	7	-8	12
O=C1COc2ccc(C(=O)CSc3ccccc3C(=O)O)cc2N1	-1	12	-3	-0.5	-9	-3	6	-5	4	-1	-1
COC(=O)C1=C(N)OC2=C(C(=O)CC(C)(C)C2)C1c1ccoc1 (stereo unspecified)	0	10	-7	1.6	1	-17	-21	0	9	-16	-9
Cn1c(/C=C/c2ccccc2)nc2ccccc21	9	23	47	-2.1	83*	-17	47*	-113	39	-34	-43
C=CCN=C1S/C(=C\c2ccc(N(C)C)cc2)C(=O)N1CC=C	0	-257	-95	-0.1	5	-26	-17	-88	-237	-18	18
N#CC(C#N)=Cc1ccc(NC(=O)c2ccc(Br)cc2)cc1	0	-117	-39	-0.5	13	-23	-12	-29	-192	-5	3
COc1ccc(/C=C/C(=O)NC(=S)NNC(=O)c2ccco2)cc1OC	4	7	13	1.1	9	5	19	1	16	-8	7
CO/N=C\CC(=O)Nc1ccc(Cl)cc1Cl	4	-34	0	0.2	-3	-16	-11	-42	-1	-18	13
C(=N\c1nccs1)/c1c[nH]c2ccccc12	3	3	12	8.1	-10	-9	-15	-6	-7	6	-9
Cc1ccccc1CSCCNC(=O)CSCc1ccc([N+](=O)[O-])cc1	-1	9	11	0.5	-1	9	4	29	14	-4	0
Nc1c(C(=O)c2ccccc2)oc2ccc([N+](=O)[O-])cc12	0	-294	-53	-0.3	-2	-91	-55	-34	-103	11	-38
O=C(COC(=O)c1c(Cl)cccc1Cl)Nc1cccc(S(=O)(=O)NC2=NCCCCC2)c1	2	16	-10	0.6	-2	15	3	-3	1	6	14

Reformatted as a markdown table: part of the list above
| compound | NR2E3 ag-1 | HIF-2a block | MITF TRPM1 inh | hiPSC survival | TRAIL sens C8 | Shn3 3UTR inh | EBV LMP1 NFkB | NR2E3 ag-2 | Peg3 prom inh | KKLEB cytotox | CF NFkB block |
| --- | --- | --- | --- | --- | --- | --- | --- | --- | --- | --- | --- |
| COc1ccc(/C=C/C(=O)NC(=S)NNC(=O)c2ccco2)cc1OC | 4 | 7 | 13 | 1.1 | 9 | 5 | 19 | 1 | 16 | -8 | 7 |
| C=CCN=C1S/C(=C\c2ccc(N(C)C)cc2)C(=O)N1CC=C | 0 | -257 | -95 | -0.1 | 5 | -26 | -17 | -88 | -237 | -18 | 18 |
| Cn1c(/C=C/c2ccccc2)nc2ccccc21 | 9 | 23 | 47 | -2.1 | 83* | -17 | 47* | -113 | 39 | -34 | -43 |
| Cc1ccccc1CSCCNC(=O)CSCc1ccc([N+](=O)[O-])cc1 | -1 | 9 | 11 | 0.5 | -1 | 9 | 4 | 29 | 14 | -4 | 0 |
| NC(=O)c1ccc(NC(=O)c2ccc(CN3CCOCC3)cc2)cc1 | 4 | -31 | -17 | -1.2 | -4 | -4 | -8 | 2 | -3 | 6 | -5 |

Next records follow:
SMILES	NR2E3 ag-1	HIF-2a block	MITF TRPM1 inh	hiPSC survival	TRAIL sens C8	Shn3 3UTR inh	EBV LMP1 NFkB	NR2E3 ag-2	Peg3 prom inh	KKLEB cytotox	CF NFkB block
c1ccc(-c2ccccc2-n2cnnn2)cc1	2	11	-15	-0.6	-16	6	6	-9	3	-6	9
O=[N+]([O-])c1cccc(N/N=C/c2cccc(O)c2O)c1	2	-230	-34	-0.9	36	1	-21	-5	-261	-8	-27
O=C(O)c1ccccc1N/N=C/c1c(Sc2nnnn2-c2ccccc2)nc2ccccn2c1=O	1	-1	2	-0.1	-14	-12	6	-17	1	13	1
N#C/C=C1\Sc2ccccc2C(=O)N1CC(=O)N1CCN(S(=O)(=O)c2ccccc2)CC1	0	-225	-36	-1.1	5	3	-11	-52	-234	-7	8
O=C(Cn1c2[n+](c3ccccc31)CC(O)CS2)c1ccccc1 (stereo unspecified)	2	3	16	-0.4	11	-14	5	-30	8	13	9
CCN(Cc1ccccc1)C(=O)c1cccc(S(=O)(=O)N2CCN(c3ccccc3)CC2)c1	4	20	5	1.6	3	23	0	26	13	4	4
Cc1ccc(S(=O)(=O)NCc2ccccc2)cc1	3	7	1	1.5	2	-3	1	-18	11	4	3
CC(C(=O)NC(N)=O)N1C(=O)NC(c2ccccc2)(c2ccccc2)C1=O (stereo unspecified)	1	5	-4	0.2	-16	12	7	-17	-6	10	-16
O=C(C(Cl)Cl)N1CCN(c2ccccn2)CC1	1	5	4	-1.3	2	-14	-5	-4	4	9	5
COc1ccccc1C(=O)NNC1=NS(=O)(=O)c2ccccc21	-1	26	1	0.4	-5	-2	4	-2	21	-10	-3
COC(=O)c1cc(-c2ccc(OC)cc2)n[nH]1	3	-214	-92	-0.1	-3	-64	-11	-77	-198	4	0
O=C1N(c2ccc(Cl)cc2)C(c2ccccc2)N2CCCN12 (stereo unspecified)	3	-3	13	-0.9	4	5	9	6	3	-9	3

Part of the list above, limited to CF NFkB block.
structure | CF NFkB block
Cc1nn(C)c(C)c1S(=O)(=O)N(CC(=O)NCCCN1CCC(C)CC1)c1ccc(C(C)C)cc1 | -4
c1ccc(-c2ccccc2-n2cnnn2)cc1 | 9

The results go on:
SMILES	NR2E3 ag-1	HIF-2a block	MITF TRPM1 inh	hiPSC survival	TRAIL sens C8	Shn3 3UTR inh	EBV LMP1 NFkB	NR2E3 ag-2	Peg3 prom inh	KKLEB cytotox	CF NFkB block
COc1ccc(CC(=O)OCC(=O)Nc2ccc3c(c2)OCO3)cc1OC	-1	-9	2	1.3	0	-28	-5	-4	-3	-13	6
COc1ccc(OC)c(C(O)c2ncc(-c3cccc(C(F)(F)F)c3)[nH]2)c1 (stereo unspecified)	/	9	/	1.4	1	-11	/	1	2	5	4
CCCCOC(=O)Nc1cc(C(=O)OC)ccc1C(=O)OC	2	13	-12	-0.2	1	8	-6	-9	22	7	-13
Cc1ccc(-c2nnn(CC(=O)N3CCN(c4nc5ccccc5s4)CC3)n2)cc1	4	13	11	-1.9	12	-1	-10	12	20	9	7
NC(=O)C1(C(N)=O)OC1c1ccccc1 (stereo unspecified)	-3	13	11	1.3	6	7	1	-35	23	10	-31
O=C(O)c1ccc(OCc2ccc(C(=O)O)o2)cc1	-2	-51	8	0.4	-4	-7	-5	-46	-63	13	0
COc1cccc(N2CC(C(=O)Nc3c(C)cccc3C)CC2=O)c1 (stereo unspecified)	3	24	-2	0.6	-18	-2	4	-2	9	0	0
COc1ccc(-c2cccc(CCC(=O)N3CCN(c4cc(C)ccc4C)CC3)c2)cc1	/	-13	-1	3.9	-4	19	4	-33	8	7	4
Cn1c(=O)c(C(=O)NCCc2ccccc2)c(O)c2ccccc21	2	-110	11	0.3	-8	-3	1	-29	-33	-4	-8
S=P(N1CC1)(N1CC1)N1CC1	3	2	1	0.0	-5	-75	-7	-15	-2	7	6
COc1cccc(OCC(=O)NC2CCS(=O)(=O)C2)c1 (stereo unspecified)	/	10	-1	-0.3	-6	-27	7	-7	16	8	-11
CCC(C)[C@H](NC(=O)NCc1ccc(F)cc1)C(=O)O (stereo partly specified)	1	10	4	-0.1	12	4	-3	15	18	1	17
O=[N+]([O-])c1ccc(N/N=C/c2cn(-c3ccccc3)nc2-c2ccccc2)cc1	-2	-89	-31	1.1	19	-27	-16	21	-42	-1	-7
